# High-throughput results (PubChem BioAssay)
# tim23-1 inh = tim23-1 yeast growth inhibition | S. cerevisiae tim23-1 growth, BacTiter-Glo luminescence, 24 h | inhibition, % at 20 µM | 330,000 tested, 1.3% active | AID 463212;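 active = growth inhibition of the mutant yeast at or above 50%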;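 note: temperature-sensitive mutant grown at 25 °C; plate controls were DMSO-treated mutant yeast for no effect and medium wells lacking yeast for full effect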
# UPR XBP1 act = adaptive UPR (XBP1) activation; 330,000 tested, 0.33% active; activation, % at 20 µM; AID 463104; CHO-XBP1 luciferase reporter, IRE1-XBP1 UPR activation, luminescence; percent of tunicamycin response, DMSO as zero;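 active = versus positive control, 20 µM dose yields 30% or more activation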;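 note: 100% = tunicamycin at 10 µg/mL and 0% = DMSO only wells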
#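 Material: CHO cell line with stable XBP1 luciferase reporter; schedule: 16-18 h cell attachment at 37 °C, then 6 h compound exposure; signal: glow luminescence from Steady-Glo reagent; medium: serum-containing F12 medium, 10% FBS; benchmarks: tunicamycin 10 µg/mL and vehicle-only wells; read-out: percent activation relative to tunicamycin reference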
# TIM10 inh = inhibits growth of TIM10 yeast strain; S. cerevisiae TIM10 strain growth, BacTiter-Glo luminescence, 24 h; inhibition, % at 10 µM; 330,000 tested, 1.4% active;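 active = inhibition of 40% or more at the single tested concentration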;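 note: wild-type TIM10 isogenic control strain grown at permissive 25 °C; 0% = DMSO yeast wells and 100% = minimal medium wells without yeast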
# UPR CHOP act = apoptotic UPR (CHOP) activation; activation, % at 10 µM; AID 449763; 330,000 tested, 0.34% active; CHO-CHOP luciferase reporter, luminescence; percent of tunicamycin response over DMSO baseline;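 active = at 10 µM dose, activation of 40% or more, normalized to positive control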;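 note: 100% = tunicamycin at 10 µg/mL and 0% = DMSO alone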
#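 Assay system: CHO cells with stable CHOP pathway luciferase reporter; Buffer or medium: F12 plus 10% serum; Times: 16-18 h cell attachment, then 6 h compound exposure, 37 °C; Signal: luciferase luminescence; Read-out basis: percent activation relative to tunicamycin control; Control set: tunicamycin high control, DMSO low control.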
# Mdm2 MdmX PPI = disrupts the human Mdm2-MdmX interaction. O15151+Q00987. SaOS-2 split-luciferase Mdm2/MdmX complementation, luminescence. inhibition, % at 8 µM. 330,000 tested, 3% active. AID 485346;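 active = inhibition of at least 50% at 8 µM in the primary screen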
# Target sequence (O15151 whole entry, looked up): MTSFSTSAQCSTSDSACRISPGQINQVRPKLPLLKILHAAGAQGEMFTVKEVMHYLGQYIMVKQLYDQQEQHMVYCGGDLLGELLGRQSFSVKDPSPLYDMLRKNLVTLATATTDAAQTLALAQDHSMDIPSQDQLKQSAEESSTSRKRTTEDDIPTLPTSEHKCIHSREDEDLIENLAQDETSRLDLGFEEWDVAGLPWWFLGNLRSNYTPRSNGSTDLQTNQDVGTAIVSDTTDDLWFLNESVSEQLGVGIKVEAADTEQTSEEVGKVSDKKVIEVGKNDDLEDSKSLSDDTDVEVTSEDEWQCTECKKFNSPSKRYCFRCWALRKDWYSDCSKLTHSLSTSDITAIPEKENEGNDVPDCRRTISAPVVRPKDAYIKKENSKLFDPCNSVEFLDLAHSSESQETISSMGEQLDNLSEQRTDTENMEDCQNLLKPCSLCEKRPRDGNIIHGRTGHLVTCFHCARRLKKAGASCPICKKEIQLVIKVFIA
# Target sequence (Q00987 whole entry, looked up): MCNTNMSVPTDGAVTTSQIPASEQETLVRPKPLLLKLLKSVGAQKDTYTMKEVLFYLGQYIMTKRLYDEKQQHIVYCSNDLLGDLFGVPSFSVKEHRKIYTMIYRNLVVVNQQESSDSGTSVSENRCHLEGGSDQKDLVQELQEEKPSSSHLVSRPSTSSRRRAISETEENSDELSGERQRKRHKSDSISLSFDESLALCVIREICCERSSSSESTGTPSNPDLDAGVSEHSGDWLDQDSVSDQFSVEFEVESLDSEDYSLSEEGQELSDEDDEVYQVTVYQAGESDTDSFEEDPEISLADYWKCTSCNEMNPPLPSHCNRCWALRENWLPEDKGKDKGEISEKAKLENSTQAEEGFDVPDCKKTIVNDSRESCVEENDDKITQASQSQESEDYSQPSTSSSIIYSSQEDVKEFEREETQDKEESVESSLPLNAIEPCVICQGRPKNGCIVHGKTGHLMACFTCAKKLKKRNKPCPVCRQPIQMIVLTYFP
# NLRP3 yeast inh = inhibitors of NALP3 inflammasome in yeast; 330,000 tested, 0.39% active; Yeast reconstituted NLRP3/ASC/caspase-1, beta-gal luminescence, 24 h; inhibition, % at 10 µM;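 active = inhibition of 50% or more; inactive = inhibition below 50%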;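 note: plate controls were induced DMSO wells for no effect and uninduced yeast grown without galactose for full effect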
# tim10-1 inh = inhibits growth of tim10-1 mutant yeast. S. cerevisiae tim10-1 ts strain growth, BacTiter-Glo, 24 h. inhibition, % at 20 µM. 330,000 tested, 2.2% active;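 active = inhibition of at least 40%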;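 note: mutant grown at 25 °C; 0% = DMSO wells with yeast and 100% = wells holding no yeast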
# GRIN3A LBD mod = NR3A (human) ligand-binding domain modulation | NR3A LBD differential scanning fluorimetry, Tm shift; 0% = protein alone, 100% = glycine-bound protein | Tm shift relative to glycine control, % at 25 µM | 340,000 tested, 2.5% active;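 active = melting temperature shift of at least 10% of the positive control shift, at one fixed dose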
# APJ agonist = agonists of human APJ apelin receptor | P35414 | CHO-K1 APJ PathHunter beta-arrestin, luminescence; 0% DMSO wells, 100% apelin | activation, % at 20 µM | 330,000 tested, 0.11% active;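 active = activation more than six SD over the plate average, tested at 20 µM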;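 note: 0% = DMSO alone and 100% = apelin-13 at 10 nM; some results filed as inactive read as strong as hits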
#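 Assay system: CHO-K1 APJ beta-arrestin complementation cell line / Compound: single test compound dose, 20 µM final, 1% DMSO / Times: overnight seeding, 90 min compound at 25 °C, 1 h detection / Technique: beta-gal luminescence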
# The depositor's hits bear a star; x = not tested or not shown.
# Each structure is followed by: tim23-1 inh, UPR XBP1 act, TIM10 inh, UPR CHOP act, Mdm2 MdmX PPI, NLRP3 yeast inh, tim10-1 inh, GRIN3A LBD mod, APJ agonist
> N=C(N)c1ccc(O)cc1
    10, -3, 0, -0.6, -15, 27, 7, -2, -2
> COc1ccccc1/C=N/NC(=O)CNC(=O)c1ccc(S(=O)(=O)N(C)C)cc1
    8, -4, -5, -2.0, 16, -1, 14, -16, -3
> Cc1nc2ccccn2c1P(=O)(N1CCCCC1)N1CCCCC1
    9, -4, -11, 0.6, 18, 7, 4, 0, 1
> O=C(Nc1ccc(Cl)c(Cl)c1)Nc1ccc(Br)cc1F
    35, 5, 37, 3.4, 95*, 39, 29, 40*, 2
> COc1cc(S(=O)(=O)NCc2ccccn2)c(OC)cc1Cl
    7, 0, 5, -1.5, 2, 1, 11, 3, 1
> CCCc1cc(=O)oc2cc(OCC(=O)Nc3ccc4c(c3)OCCO4)ccc12
    -19, -2, -12, -1.1, -13, -8, 13, 0, -1
> O=C(Cc1cccc2ccccc12)NN1C(=O)C2C(C1=O)C1C=CC2C12CC2 (stereo not given)
    11, -3, 9, 0.6, 9, -5, 14, 1, -4
> O=C(N/N=C/c1ccc[nH]1)c1cccnc1
    -3, 0, 1, -0.6, -22, 15, 11, 2, -2
> CCN1c2ccc(S(=O)(=O)N3CCOCC3)cc2N(Cc2ccc(OC)cc2)C1C (stereo not given)
    15, 2, 11, 0.0, 13, 12, 20, 1, -3
> COc1cccc(OC)c1C(=O)NNC(=O)c1cccc(COc2ccc3c(c2)CCC3)c1
    16, -3, 38, 1.4, -43, 0, 40, -3, -1
> Cn1c(CN2CCOCC2)nnc1SCc1cccc(F)c1
    11, 1, 4, 0.8, 12, 17, -6, 1, -2
> CCC(C)NC(=O)COc1ccc(S(=O)(=O)N2CCOCC2)cc1 (stereo not given)
    5, -3, 10, -3.5, 29, 3, 4, 0, 3
> CCN1CCCC1CNCc1cccc(OC)c1OCc1ccccc1F (stereo not given)
    -8, -5, -12, -0.9, 16, 7, -1, -1, -6
> COc1ccccc1OCC(=O)NCC1CCCCC1
    1, 4, -3, 1.7, 11, 12, 26, 1, 0
> COc1ccccc1C(=O)NCC(=O)N1CC=C(c2ccccc2)CC1
    7, -1, 3, 1.5, 0, 18, -18, -1, -7
> CN(C)C(CNC(=O)C1CCCN(C(=O)c2ccc(Cl)cc2)C1)c1ccco1 (stereo not given)
    16, 0, 10, -0.4, -13, 15, 12, -1, -1
> Cc1cccc(NC(=O)/C(C#N)=C/c2ccc(Cl)cc2)n1
    60*, 0, 32, 5.8, -17, 5, 30, 3, 2
> O=C(Cn1nc(C(=O)O)c2ccccc2c1=O)Nc1ccccc1C(F)(F)F
    3, 0, -8, -0.5, -19, 2, -10, -2, 0
> COc1ccccc1N1CCN(C(=O)c2ccc([N+](=O)[O-])s2)CC1
    35, -1, 43*, 0.1, 9, 2, 25, -4, 2
> COc1ccc(CSCC(=O)NCCC(C)C)cc1
    14, -3, 13, 0.3, -12, 6, 12, -1, -1
> CC1CCN(C(C(=O)NC2CCCCC2)c2cc3c(cc2[N+](=O)[O-])OCO3)CC1 (stereo not given)
    19, -2, 20, -0.5, 7, 4, 19, -2, 3
> CC(=O)Nc1ccc(S(=O)(=O)NCC2(N3CCOCC3)CCCCC2)cc1
    1, 1, 14, -0.7, -18, 20, 17, 2, 6
> Cc1cc(C)nc(SCC(=O)Nc2ccc(Br)cn2)n1
    19, 2, -1, -1.7, 27, 21, 17, 5, 0
> COc1ccc(NC2=CC(c3cccc(OC)c3)N(c3ccc(OC)cc3)C2=O)cc1 (stereo not given)
    -7, -2, -8, 1.7, 1, 15, 4, 1, -2
> O=C(NCc1ccc(Cl)cc1)C1C2C=CC3(CN(Cc4cccnc4)C(=O)C13)O2 (stereo not given)
    -6, -1, -19, 1.3, 14, 1, 15, -1, 0
> Cc1cc(Nc2nnnn2-c2ccccc2)n(-c2ccc(Cl)cc2)n1
    17, -1, 27, 0.2, 38, 6, 21, -4, -6
> NC(=O)c1ccsc1NC(=O)c1ccc(N2CCCC2=O)cc1
    2, -6, 9, 1.2, -170, 17, 22, -4, -1
> CCCOc1ccc(C(O)C(CN2CCOCC2)c2ccccc2)cc1 (stereo not given)
    8, -4, -20, 1.5, 9, 24, -15, 0, -3
> O=C(/C=C/c1ccc(Cl)cc1)Nc1ccccc1N1CCOCC1
    -1, 1, 12, 0.2, -1, 8, 4, 1, -2
> CC(=O)Nc1ccc(S(=O)(=O)Nc2cccc(C(=O)Nc3ccccc3C(=O)O)c2)cc1
    1, -5, 9, 2.8, 12, 1, 7, 5, 0

# Whole records from above. Values in the order: tim23-1 inh, UPR XBP1 act, TIM10 inh, UPR CHOP act, Mdm2 MdmX PPI, NLRP3 yeast inh, tim10-1 inh, GRIN3A LBD mod, APJ agonist
# `CC1CCN(C(C(=O)NC2CCCCC2)c2cc3c(cc2[N+](=O)[O-])OCO3)CC1` (stereo not given) across the screens: 19, -2, 20, -0.5, 7, 4, 19, -2, 3
# `CCCc1cc(=O)oc2cc(OCC(=O)Nc3ccc4c(c3)OCCO4)ccc12` across the screens: -19, -2, -12, -1.1, -13, -8, 13, 0, -1

# The list goes on.
# Each structure is followed by: tim23-1 inh, UPR XBP1 act, TIM10 inh, UPR CHOP act, Mdm2 MdmX PPI, NLRP3 yeast inh, tim10-1 inh, GRIN3A LBD mod, APJ agonist
> Cc1ccc(S(=O)(=O)Nc2ccc3cn[nH]c3c2)cc1
    10, 0, 2, 0.2, 0, 7, 4, -2, -1
> CN(C)S(=O)(=O)c1cccc(NC(=O)COC(=O)c2cc(-c3cccc(Br)c3)nc3ccccc23)c1
    6, -6, 12, 2.1, -3, 16, 4, 22*, -1
> O=C(CCc1ccccc1)Nc1ccc(NC(=O)c2ccco2)cc1
    29, -1, 22, 4.6, 9, 17, 3, x, 1
> Cc1cc(C)c(C(=O)Cn2nc(C(=O)O)c3ccccc3c2=O)cc1C
    -6, 0, -1, 2.9, 18, 0, -6, 0, -6
> CCCn1c(N)c(C(=O)CSc2nnc(C)n2Cc2ccccc2)c(=O)n(C)c1=O
    -2, -3, -2, -2.7, 18, -1, 1, -1, -4
> CC(=O)C1=C(O)C(=O)N(c2ccc(C)cc2)C1c1ccccn1 (stereo not given)
    17, 1, 0, -0.5, 5, 5, 7, 3, -1
> COCCNC(=O)C1CCCN(c2ncccn2)C1 (stereo not given)
    3, -1, 2, -0.2, 0, -1, 6, -2, -2
> O=C1NC(=S)N(c2cccc(Cl)c2)C12CCCCC2
    27, -2, 44*, 0.9, 1, 3, 37, -4, -2
> CCCCCCN1CC(C(=O)OCC)C(=O)C1=O (stereo not given)
    -8, -1, 5, -0.9, 15, 4, 2, 0, -3
> COC(=O)C(C)Sc1ccc2nnc(-c3ccccc3)n2n1 (stereo not given)
    16, 2, -4, -0.7, -12, 17, 1, 1, 2
> CCc1ccc2c(c1)C1(C(=O)N2)N2CCCC2C(C(=O)c2ccc3ccccc3c2)C12C(=O)Nc1ccccc12 (stereo not given)
    34, 12, 33, 2.7, 91*, 3, 38, 2, -1
> COc1cccc(NC(=O)N(CCN(C)C)C(C)c2cccnc2)c1 (stereo not given)
    4, 2, 1, 1.6, -4, 5, 1, 0, -6
> O=C(c1n[nH]c2ccccc12)N1CCOCC1
    12, 2, 7, -1.0, -13, 14, 2, -1, 1
> Cc1c(-c2ccccc2)nc(N)c(C#N)c1-c1ccco1
    0, 3, -11, -1.8, 10, 5, 25, -1, -2
> O=C(CSc1n[nH]c(-c2ccccc2)n1)N1CCOCC1
    0, -8, 7, -0.7, -11, 19, -12, 1, -1
> Cc1c(N(C)S(=O)(=O)c2cccc(C(=O)NCC3CCCO3)c2)c(=O)n(-c2ccccc2)n1C (stereo not given)
    -3, -2, 10, 1.0, -43, 8, -2, 3, -1
> CN(C)C(=O)COC(=O)c1cccnc1Nc1ccccc1F
    7, 0, 3, -1.7, -12, 15, 9, 1, -1
> CCOC(=O)C1=C(C)N(C)C(C)=C(C(=O)OCC)C1c1ccsc1
    32, -2, -1, -2.8, 10, 4, 31, 0, -2
> CCOC(=O)c1nc(N)c(C(=O)OCC)[nH]1
    9, 0, 7, 0.9, 29, 5, 4, 1, -6
> CCC(=O)NC(=S)Nc1ccc(NC(=O)c2ccc(OC)cc2)cc1
    -17, -3, -19, 1.1, 13, 9, 14, -4, -3
> O=C(Cn1cnc([N+](=O)[O-])c1)c1ccc(Cl)cc1
    -107, -1, -297, -0.6, 33, 2, -226, 1, -2
> CCN(CC)C(=O)CN1C(=O)COCC1=O
    2, -4, -12, 2.3, 8, 13, -7, -1, 4
> O=C(O)CCc1nc2cc(C(F)(F)F)ccc2n(Cc2ccccc2)c1=O
    2, 1, 9, 1.1, 14, -8, 12, -1, -1
> O=C(CSCc1ccccc1Br)N/N=C/c1ccccc1C(=O)O
    18, -5, 13, 3.1, -9, 1, 6, -1, 1
> Cc1cc(C)c(S(=O)(=O)N2CCN(c3ccc([N+](=O)[O-])c(NCC4CCCO4)c3)CC2)c(C)c1 (stereo not given)
    20, -3, 23, -0.2, -9, 13, 23, -5, -6
> O=C(NCC(O)c1ccc([N+](=O)[O-])cc1)c1cccc(S(=O)(=O)N2CCCC2)c1 (stereo not given)
    7, 1, 0, 6.5, 23, 1, 1, 0, -4
> Cc1ccc(NC(=O)c2ccc(=O)[nH]c2)cc1S(=O)(=O)N1CCCCCC1
    1, -4, 1, 0.1, 27, 8, -6, -1, -3
> S=C(Nc1cccnc1)Nc1ccccn1
    -7, -1, 6, 1.6, 9, 4, -3, -8, -3
> CCOc1ccc(-c2cnc(SCC(N)=O)nc2N)cc1
    9, 0, 4, 3.4, -1, 12, 5, 1, -3

# 4 entries out of the list, ordered by heavy-atom count, lowest first:
# Each structure is followed by: tim23-1 inh, UPR XBP1 act, TIM10 inh, UPR CHOP act, Mdm2 MdmX PPI, NLRP3 yeast inh, tim10-1 inh, GRIN3A LBD mod, APJ agonist
> O=C(Nc1ccc(Cl)c(Cl)c1)Nc1ccc(Br)cc1F
    35, 5, 37, 3.4, 95*, 39, 29, 40*, 2
> Cc1cccc(NC(=O)/C(C#N)=C/c2ccc(Cl)cc2)n1
    60*, 0, 32, 5.8, -17, 5, 30, 3, 2
> COc1ccccc1/C=N/NC(=O)CNC(=O)c1ccc(S(=O)(=O)N(C)C)cc1
    8, -4, -5, -2.0, 16, -1, 14, -16, -3
> CCc1ccc2c(c1)C1(C(=O)N2)N2CCCC2C(C(=O)c2ccc3ccccc3c2)C12C(=O)Nc1ccccc12 (stereo not given)
    34, 12, 33, 2.7, 91*, 3, 38, 2, -1
